# dFosB act: mouse delta FosB homodimer activation; P13346; purified delta FosB, TAMRA-CDK5 oligo fluorescence polarization; percent of positive-control signal above neutral wells; activation, % at 25 µM; 0.99% of 340,000 active; AID 493131;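 active means mean activation above about 17%, with every replicate also reaching it, limit read from the data, passing the limit was not always enough; inconclusive means only one of the two conditions met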;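 further: fluorescence polarization rise as delta FosB binds a TAMRA Cdk5 AP-1 oligo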
# PfHsp90 yeast 2: inhibits growth of yeast expressing Plasmodium falciparum Hsp90; inhibition, % at 9.4 µM; 0.32% of 310,000 active; AID 504621; S. cerevisiae expressing PfHsp90, BacTiter-Glo ATP, 48 h; yeast lacking PDR1 and PDR3 efflux regulators;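 active means every replicate shows inhibition above about 80%, whatever the replicate mean, limit read from the data; inconclusive means mean inhibition reaches the set limit but some replicate falls short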;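 further: 0% = DMSO neutral controls and 100% = 20 µM radicicol positive controls; yeast relying on Plasmodium falciparum Hsp90 in place of its own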
# CDK5 inh: blocks human CDK5/p35 kinase activity | Recombinant CDK5/p35, ADP-Glo luminescence, 60 min | AID 488839 | Q00535+Q15078 | 0.01% of 330,000 active | inhibition, % at 10 µM;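 active means highest replicate inhibition of at least 50% and at least 75% of replicates reaching 50%; inconclusive means only one of the two criteria met; inactive means both criteria failed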;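 further: plate controls were DMSO neutral control for no effect and GW8510 at 10 µM for full effect; many of its hits are not listed in these tables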
# Target sequence (Q00535 whole entry, looked up): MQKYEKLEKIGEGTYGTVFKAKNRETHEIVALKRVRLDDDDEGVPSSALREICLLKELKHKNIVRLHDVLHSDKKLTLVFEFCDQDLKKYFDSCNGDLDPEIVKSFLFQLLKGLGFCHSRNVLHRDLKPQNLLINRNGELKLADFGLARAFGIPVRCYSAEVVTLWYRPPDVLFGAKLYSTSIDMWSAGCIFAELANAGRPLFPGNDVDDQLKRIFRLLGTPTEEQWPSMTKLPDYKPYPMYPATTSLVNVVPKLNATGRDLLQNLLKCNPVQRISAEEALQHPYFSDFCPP
# Target sequence (Q15078 whole entry, looked up): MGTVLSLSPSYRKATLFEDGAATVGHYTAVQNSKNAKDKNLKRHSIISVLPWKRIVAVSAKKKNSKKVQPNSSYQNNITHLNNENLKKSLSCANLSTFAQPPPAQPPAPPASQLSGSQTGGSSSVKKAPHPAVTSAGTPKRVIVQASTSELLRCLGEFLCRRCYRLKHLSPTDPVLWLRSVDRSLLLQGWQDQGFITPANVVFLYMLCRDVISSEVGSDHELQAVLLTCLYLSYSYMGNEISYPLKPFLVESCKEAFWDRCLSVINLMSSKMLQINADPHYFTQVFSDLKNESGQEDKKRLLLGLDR
# Rtt109 Vps75: inhibitors of Candida albicans Rtt109/Vps75 histone acetyltransferase. purified Rtt109/Vps75, ThioGlo CoA-SH fluorescence, 4 h. inhibition, % at 34.9 µM. 0.16% of 330,000 active;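 active means inhibition of at least 50% in every replicate; inconclusive means best replicate reaches 50% inhibition but some replicates fall short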
# Target sequence (Q5AAJ8 whole entry, looked up): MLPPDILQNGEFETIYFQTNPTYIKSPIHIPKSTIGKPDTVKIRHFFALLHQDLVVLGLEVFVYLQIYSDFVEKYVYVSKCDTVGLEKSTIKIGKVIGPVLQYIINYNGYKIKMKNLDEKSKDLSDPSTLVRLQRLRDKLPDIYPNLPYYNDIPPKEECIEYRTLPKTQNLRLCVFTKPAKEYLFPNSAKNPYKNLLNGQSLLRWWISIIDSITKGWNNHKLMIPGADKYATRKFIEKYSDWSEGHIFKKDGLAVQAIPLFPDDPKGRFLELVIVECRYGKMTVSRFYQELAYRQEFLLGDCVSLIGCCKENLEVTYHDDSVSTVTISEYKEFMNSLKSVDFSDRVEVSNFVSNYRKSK
# Keap1-Nrf2 PPI: inhibitors of human Keap1-Nrf2 protein-protein interaction; 0.15% of 340,000 active; inhibition, % at 9.4 µM; Q14145; Keap1 Kelch-Nrf2 peptide fluorescence polarization, 1536-well; in the data active means inhibition above about 12%; inconclusive means no clear call, values can overlap the other calls; inactive means below about 7.3%;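 further: human Keap1 Kelch domain with fluorescein labeled Nrf2 9mer peptide probe; 0% = neutral control wells and 100% = peptide positive control; higher means more block of Keap1 binding to Nrf2 peptide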
# NSD2 HMT inh: inhibitors of human histone methyltransferase NSD2 | O96028 | NSD2 peptide methylation, AlphaScreen, 120 min | 0.54% of 310,000 active | inhibition, % at 12.5 µM; in the data active means inhibition above about 50%
# PvdQ inh: blocks Pseudomonas aeruginosa PvdQ acylase activity | 0.063% of 340,000 active | purified PvdQ acylase, fluorescence plate reader | inhibition, % at 10 µM; in the data active means inhibition above about 30%, passing the limit was not always enough; inconclusive means no clear call, values can overlap the other calls;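 further: 0% = vehicle neutral wells and 100% = reference inhibitor wells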
# cardiac RTF act: cardiac RTF calcium sensitization; P19429+P45379; IANBD-labeled TnC RTF fluorescence at EC20 calcium; 0% EC20 calcium, 100% full calcium; activation, % at 7.2 µM; 0.24% of 340,000 active; AID 493008;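 active means activation above the mean over all tested compounds plus 3 SD, cut at about 30% in these data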;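 further: rise in fluorescence read as greater calcium sensitivity of cardiac thin filaments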
# RTF Ca sens inh: cardiac RTF calcium desensitization; IANBD-labeled cardiac RTF, Ca2+ fluorescence; inhibition, % at 7.15 µM; 0.12% of 340,000 active; AID 493244;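 active means inhibition above the mean inhibition of all tested compounds plus 3 SD, cut at about 17% in these data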;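 further: assay run at fixed EC70 calcium of 1.6 mM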
# Mot1-301 SUMO: SUMOylation pathway inhibition by Mot1-301 growth rescue; S. cerevisiae Mot1-301 growth rescue, ATP luminescence, 38.5C; percent above DMSO median, 100 means doubled; growth rescue, % at 18.8 µM; 1% of 320,000 active;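 active means every valid replicate shows activation above 250% relative to neutral control wells; inactive means the rest, any valid replicate at or below 250%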;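 further: OY570 slx delta 5 strain wells were the positive control but not used for scaling; some compounds called inactive have numbers as strong as hits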
# LANA DNA inh: blocks KSHV LANA C-terminal domain binding to DNA | MBP-C-LANA/FAM-LBS DNA binding, fluorescence polarization | inhibition, % at 9 µM | 0.078% of 340,000 active;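 active means highest replicate inhibition at or above 60% at 9 µM, even if other replicates fall short; inactive means all replicates below 60% inhibition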;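 further: 0% = neutral control wells and 100% = 4 µM acridine orange control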
# Starred values were filed as active, the others as inactive; ? = inconclusive; . = no result given.
cpd	mol	dFosB act	PfHsp90 yeast 2	CDK5 inh	Rtt109 Vps75	Keap1-Nrf2 PPI	NSD2 HMT inh	PvdQ inh	cardiac RTF act	RTF Ca sens inh	Mot1-301 SUMO	LANA DNA inh
1	CC(C)c1ccc(NC(=O)COC(=O)c2nn(C)c(=O)c3ccccc23)cc1	-5	2	-5.4	1	-4	1	-15	4	-10	-1	1.2
2	O=C(Nc1ccccc1C(F)(F)F)C1CCN(C(=O)c2cccs2)CC1	0	11	-1.3	-8	4	-8	-13	-6	5	9	0.7
3	NC(=O)c1ccc(NCC2CCCO2)c([N+](=O)[O-])c1 (centres undefined)	-4	12	1.7	1	-3	-3	3	-1	0	-14	-1.4
4	Cc1ccc(C2=NOC(=O)/C2=C\c2ccccc2)cc1	-7	2	0.1	-6	-3	14	-5	6	-8	-4	0.7
5	COc1ccc(NC(=O)C(Cc2ccccc2)NC(=O)c2ccco2)cc1OC (centres undefined)	-9	.	1.5	17	1	-2	-6	0	-3	4	0.4
6	Cc1onc(-c2ccccc2)c1C(=O)OCCOc1ccccc1F	-3	21	1.3	-3	-2	-12	-13	-3	-20	-23	0.6
7	CCOc1ccc(NC(=O)Cc2ccccc2)c([N+](=O)[O-])c1	1	-6	-0.4	-3	-6	4	-5	5	-2	5	-2.9
8	Cc1cc(C(=O)CSc2nnc(N)s2)c(C)n1C1CC1	-8	.	0.5	4	-6	8	-7	-5	-7	9	-0.2
9	Cc1ccc(S(=O)(=O)N2CCCCC2)cc1NC(=O)CSc1nncn1-c1ccccc1	2	15	-0.5	.	-8	-2	6	2	-16	2	-0.5
10	CC(C)(C)OC(=O)NCCCCCNC(=O)c1[nH]cnc1C(=O)Nc1ccon1	-1	7	0.7	-4	-3	.	-2	-2	-34	-8	-1.3
11	Cn1c(=O)n(CC(=O)Nc2ccccc2)c2ccccc21	4	2	-1.8	-5	0	-2	-11	-2	-7	596	-1.4
12	CC(C)O/N=C1\C(=O)N(c2ccccc2)c2ccccc21	-5	-5	-2.0	5	2	2	-12	-1	5	25	0.2
13	CCOC(=O)C1CCCN(C(=O)c2sc3nc(-c4ccc(F)cc4)cn3c2C)C1 (centres undefined)	-7	3	-1.1	5	2	2	-2	-3	-1	-5	0.0
14	CC(C)(C)c1ccc(-c2nn(CCC#N)cc2/C=N/O)cc1	-10	4	2.4	20	-4	-1	7	-3	-3	-14	-0.3
15	CCOC(=O)Cc1csc(NC(=O)c2sc3nc4cc(C)ccc4cc3c2N)n1	-11	6	0.5	-8	?	0	-1	19	-13	-14	14
16	CC(CN1CCOCC1)OC(=O)C(C)(c1ccccc1)c1ccccc1 (centres undefined)	5	2	-0.2	3	1	-2	-3	3	-6	34	-0.3
17	CN(C(=O)Cc1c[nH]c2ccccc12)C(C(=O)Nc1ccc2c(c1)OCO2)c1ccccc1 (centres undefined)	-3	-12	-0.5	-6	-1	2	-1	-11	-13	-15	0.0
18	COc1ccc(Cc2nnc(NC(=O)c3ccccc3[N+](=O)[O-])s2)cc1	0	1	-1.3	24	-6	2	6	1	7	-8	0.0
19	O=S(=O)(Nc1cccc(S(=O)(=O)N2CCCCC2)c1)c1ccccc1F	-8	.	-1.5	7	-1	3	5	-4	1	4	-0.2
20	COc1cc(-c2nnc(CSc3nnc(N)s3)o2)cc(OC)c1OC	0	-18	-0.5	-28	-3	0	-1	5	-15	-18	0.7
21	Cn1cc(CCNCc2cn[nH]c2-c2ccc(-c3ccccc3)cc2)cn1	-3	-23	3.0	-6	-4	.	3	-1	-10	7	-1.2
22	CC(=O)N(CCCNC(=O)c1ccccc1)C(=O)c1ccccc1	6	-5	-0.7	-1	1	.	-1	-8	2	-6	1.2
23	N#CCC(=O)Nc1ccc(C(=O)OCc2ccccc2Oc2ccccc2)cc1	-9	-10	-0.3	6	-2	-1	-8	-5	9	4	-2.6
24	CCOC(=O)Nc1ccc2c(c1)N(C(=O)CN(CC)CC)c1ccccc1C=C2	0	-20	1.9	.	0	-1	-6	2	-7	8	0.5
25	COc1ccc(CCNC(=O)CS(=O)Cc2nc(-c3cccs3)oc2C)cc1OC (centres undefined)	-8	-24	0.1	4	-4	0	-9	5	-5	3	0.7
26	CCOc1ccc(-n2c(SCC)nc3c(c2=O)SCC3)cc1	-3	-19	-0.7	-10	3	.	-7	-5	-4	-8	0.3
27	CCOCCCNC(=S)N(CCN(C)C)Cc1cc2cc3c(cc2[nH]c1=O)OCCO3	-8	-19	0.2	0	0	6	0	3	0	-13	-1.8
28	Cc1cc(=O)[nH]c(SCC(N)=O)c1C#N	-5	6	0.7	-2	-3	0	-14	1	-3	-5	-1.4
29	CC(=O)N1c2ccccc2N(Cc2ccc(C)cc2C)C(=O)C1(C)C	-4	-17	-0.2	7	-1	.	-14	-1	0	0	0.7
30	O=C(c1ccccc1)N1CCN(c2ncnc3c(-c4ccccc4)nsc23)CC1	-4	-14	-1.5	2	2	0	1	2	0	2	1.2
31	Cc1sc(NC(=O)Cn2nc(C(F)(F)F)cc2C)c(C(=O)OC(C)C)c1C	2	.	1.2	-14	-7	1	-13	4	-6	13	1.3
32	COc1ccc(C2N=C(c3ccccc3)NC(c3ccccc3)=N2)cc1	-1	14	0.1	14	0	1	0	-6	4	69	-0.4
33	O=C(NNc1ccc([N+](=O)[O-])cn1)Nc1ccc(N=Nc2ccccc2)cc1	-9	-8	0.0	-3	-2	1	-6	3	5	.	0.6
34	CC1(C)NC(=O)N(CCOCCSc2ccccc2)C1=O	2	3	0.3	-22	4	5	-4	-3	-1	-24	0.5
35	CCOC(=O)C(=CNc1ccc(Cl)cn1)C(=O)OCC	-7	10	1.2	2	2	-3	-1	-8	-1	222	-1.0
36	COc1ccccc1OCCC(=O)OCC(=O)Nc1ccc2c(c1)OCO2	-7	6	3.5	9	-5	8	15	6	-11	180	0.2
37	CC(=O)c1ccc(NC(=O)CN2C(=O)NC3(CCc4ccccc43)C2=O)cc1 (centres undefined)	-6	9	0.8	5	3	-6	-5	-2	1	-5	-1.2
38	Cc1ccc(NC(=O)CCNC(=O)c2ccco2)cc1Cl	-2	7	-2.2	-3	-3	0	3	-5	2	145	1.4
39	COc1cccc(CNCCc2c[nH]c3ccccc23)c1OCc1ccccc1	2	24	-1.1	3	3	21	-15	3	7	6	3.2
40	O=C(O)CSc1nnc(-c2cc3ccccc3o2)n1-c1ccccc1	-9	15	-0.1	-5	2	1	3	-1	3	2	1.9
41	CCCCn1c(N)c(N(CCOC)C(=O)c2cc(-c3ccc(F)cc3)nc3ccccc23)c(=O)[nH]c1=O	-14	.	-2.5	3	-4	4	-10	6	-11	45	0.0
42	Cc1ccc2c(c1)C(O)(CC(=O)c1cccc(-n3cccc3)c1)C(=O)N2 (centres undefined)	3	-12	-4.8	7	3	.	-8	6	11	-3	1.5
43	CCOc1ccc(C(=O)NCCC2=CCCCC2)cc1OCC	-11	-26	-0.8	9	-3	4	-5	-5	-21	-11	-1.3
44	COC(=O)/C=C/c1cccc([C@H]2[C@@H]3C=CC[C@@H](C)[C@@H]3C(=O)N2Cc2ccccc2)c1	-13	-54	0.2	-6	4	.	-17	-1	-10	.	-0.2
45	Cc1c(N(C)C(=O)C2CCCN2S(=O)(=O)c2ccccc2)c(=O)n(-c2ccccc2)n1C (centres undefined)	3	5	-2.5	4	0	0	-8	5	-3	4	2.2
46	Cc1ccc2cccc(OCC(=O)N3CCc4ccccc43)c2n1	-2	.	0.2	-5	4	0	15	-2	-1	-3	-2.1
47	CC(NC1CCCC1)C(=O)Nc1ccccc1-c1ccccc1 (centres undefined)	-4	50	0.1	4	-4	1	-15	0	1	-4	0.4
48	CCCCn1c(SCC(=O)N(CC)C2CCS(=O)(=O)C2)nnc1C(CC)N(C)C (centres undefined)	-4	-5	-0.2	.	-4	.	-21	-1	-12	-8	0.5
49	CCc1nc(NCCN)c(C#N)c2c1CSC(C)(C)C2	5	7	-2.4	15	-2	1	-11	0	-4	6	3.6
50	CCc1nc(SCC(=O)Nc2cc(OC)ccc2OC)c2c(C)c(C)sc2n1	-4	30	0.2	5	0	-1	-10	-2	-5	-9	0.3

# (next part)
cpd	mol	dFosB act	PfHsp90 yeast 2	CDK5 inh	Rtt109 Vps75	Keap1-Nrf2 PPI	NSD2 HMT inh	PvdQ inh	cardiac RTF act	RTF Ca sens inh	Mot1-301 SUMO	LANA DNA inh
51	Cc1ccc(Nc2nc3ccccc3[nH]2)nc1	-5	.	-0.6	-1	1	-4	-5	2	3	.	0.6
52	COc1ccc(N2CCN(c3ncnc4scc(-c5ccccc5)c34)CC2)cc1	-8	14	0.4	0	-3	8	5	-5	-16	-6	-1.1
53	Cc1noc(C)c1COC(=O)c1ccc(S(=O)(=O)NCc2ccco2)cc1	-11	-42	0.4	-19	0	6	-15	-5	-9	10	-0.2
54	Cc1cc(C)nc(Nc2ccccc2Cl)n1	0	27	-3.5	-1	-7	-2	-2	8	-4	12	1.2

# Structures shown so far that have an aryl thioether with sulfur outside any ring:
cpd	mol	dFosB act	PfHsp90 yeast 2	CDK5 inh	Rtt109 Vps75	Keap1-Nrf2 PPI	NSD2 HMT inh	PvdQ inh	cardiac RTF act	RTF Ca sens inh	Mot1-301 SUMO	LANA DNA inh
8	Cc1cc(C(=O)CSc2nnc(N)s2)c(C)n1C1CC1	-8	.	0.5	4	-6	8	-7	-5	-7	9	-0.2
9	Cc1ccc(S(=O)(=O)N2CCCCC2)cc1NC(=O)CSc1nncn1-c1ccccc1	2	15	-0.5	.	-8	-2	6	2	-16	2	-0.5
20	COc1cc(-c2nnc(CSc3nnc(N)s3)o2)cc(OC)c1OC	0	-18	-0.5	-28	-3	0	-1	5	-15	-18	0.7
26	CCOc1ccc(-n2c(SCC)nc3c(c2=O)SCC3)cc1	-3	-19	-0.7	-10	3	.	-7	-5	-4	-8	0.3
28	Cc1cc(=O)[nH]c(SCC(N)=O)c1C#N	-5	6	0.7	-2	-3	0	-14	1	-3	-5	-1.4
34	CC1(C)NC(=O)N(CCOCCSc2ccccc2)C1=O	2	3	0.3	-22	4	5	-4	-3	-1	-24	0.5
40	O=C(O)CSc1nnc(-c2cc3ccccc3o2)n1-c1ccccc1	-9	15	-0.1	-5	2	1	3	-1	3	2	1.9
48	CCCCn1c(SCC(=O)N(CC)C2CCS(=O)(=O)C2)nnc1C(CC)N(C)C (centres undefined)	-4	-5	-0.2	.	-4	.	-21	-1	-12	-8	0.5
50	CCc1nc(SCC(=O)Nc2cc(OC)ccc2OC)c2c(C)c(C)sc2n1	-4	30	0.2	5	0	-1	-10	-2	-5	-9	0.3

# High-throughput results as filed in PubChem.
